Assay outcomes (PubChem BioAssay)
GLP1R ag: GLP-1 receptor (human) agonism. P43220. HEK293 GLP-1R CRE-luciferase, luminescence, 4-6 h; cells express a hypersensitive GLP-1R form. Potency, µM (top dose mostly 45.6 µM), for the others: at the highest dose activation, usual class: activators. 380,000 tested, 0.007% active; also: potency is read from the fitted curve at half-maximal effect; % of control where 0% means no effect
Target sequence (P43220 whole entry, looked up): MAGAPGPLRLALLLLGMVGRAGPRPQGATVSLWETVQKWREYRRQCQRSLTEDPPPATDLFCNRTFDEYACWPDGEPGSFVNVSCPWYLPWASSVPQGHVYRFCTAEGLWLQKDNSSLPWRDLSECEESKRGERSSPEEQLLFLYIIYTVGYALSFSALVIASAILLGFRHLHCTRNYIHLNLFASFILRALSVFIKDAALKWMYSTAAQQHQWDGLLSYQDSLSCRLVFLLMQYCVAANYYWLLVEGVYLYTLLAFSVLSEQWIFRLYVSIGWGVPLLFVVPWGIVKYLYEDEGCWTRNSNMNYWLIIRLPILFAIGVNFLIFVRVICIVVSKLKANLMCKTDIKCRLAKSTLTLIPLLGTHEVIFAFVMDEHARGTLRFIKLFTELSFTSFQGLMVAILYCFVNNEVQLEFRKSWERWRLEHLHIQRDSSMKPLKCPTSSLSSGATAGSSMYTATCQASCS
IL-2 act: activators of IL-2. IL-2 activation reporter assay, cell-based qHTS; stimulated with anti-CD3/CD4/CD28 beads; in transgenic mouse T cells. activation, % (series mostly up to about 46 µM). 360,000 tested, 0.065% active. AID 652025; in the data active = activation above about 50%; inconclusive = mostly about 30% to 49%; also: 0% is about no effect
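Screening format: compound pinned onto unstimulated transgenic mouse T cells, 60 min incubation, then anti-CD3/anti-CD4/anti-CD28 bead stimulation for 18 hours at 37 degrees C, followed by EGFP and DsRed detection.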
HEK293 tox: cytotoxic in the GLP-1 receptor inverse agonist counter-screen | HEK293 cAMP-luciferase reporter cells, luminescence, 24 h | 410,000 tested, 0.13% active | Potency, µM (top dose mostly 38.3 µM), without a hit: at the highest dose activity change, negative = inhibition, usual class: inhibitors;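 also: loss of luciferase light is scored as toxicity; potency is read from the fitted curve at half-maximal effect; % is scaled to controls: 0 for no effect and ±100 for the full control effect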
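Compound-treated cells are incubated 24 hr at 37 deg C under 5% CO2 after a 12 hour attachment period, then luciferase detection reagent is added and luminescence is measured following 12 min at room temperature; lowered signal indicates toxicity.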
GLP1R inv ag: inverse agonists of human GLP-1 receptor; P43220; HEK293 GLP-1R CRE-luciferase, luminescence, 24 h; GLP-1R form is constitutively active; Potency, µM (highest dose often 38.3 µM), without a hit: top-dose activity change, negative = inhibition, usual class: inhibitors; 410,000 tested, 1.6% active; AID 624417; also: potency is read from the fitted curve at half-maximal effect; % is scaled to controls: 0 for no effect and ±100 for the full control effect; nearly all actives have a fitted effect of over 55% in size
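Seeding at 200 cells/uL, 12 h culture, 24 hr compound treatment, then luciferase reagent and a luminescence read; cells are HEK293 stably expressing a constitutively active GLP-1R plus cAMP-responsive luciferase.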
EPAC1 antagonist: EPAC1 (human) antagonism. O95398. EPAC1 GEF assay, Rap1b-BODIPY-GDP exchange fluorescence. Potency, µM (top dose mostly 115 µM), for the others: at the top dose activity change, negative = inhibition, hits mostly inhibitors. 360,000 tested, 0.14% active. AID 720709;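 also: potency is read from the fitted curve at half-maximal effect; plate controls were vehicle for no effect and positive control for full effect; nearly all actives have a fitted effect of over 50% in size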
PLK1 PBD inh: blocks phosphopeptide binding to human PLK1 polo-box domain | P53350 | Plk1 PBD binding of FITC phosphopeptide, fluorescence polarization | Potency, µM, without a hit: max response, negative = inhibition, usual class: inhibitors | 360,000 tested, 2.8% active; also: potency is read from the fitted curve at half-maximal effect; series mostly up to about 57 µM; % is scaled to controls: 0 for no effect and ±100 for the full control effect; nearly all actives have a fitted effect of over 65% in size
Target sequence (P53350 whole entry, looked up, the tested form may be a part): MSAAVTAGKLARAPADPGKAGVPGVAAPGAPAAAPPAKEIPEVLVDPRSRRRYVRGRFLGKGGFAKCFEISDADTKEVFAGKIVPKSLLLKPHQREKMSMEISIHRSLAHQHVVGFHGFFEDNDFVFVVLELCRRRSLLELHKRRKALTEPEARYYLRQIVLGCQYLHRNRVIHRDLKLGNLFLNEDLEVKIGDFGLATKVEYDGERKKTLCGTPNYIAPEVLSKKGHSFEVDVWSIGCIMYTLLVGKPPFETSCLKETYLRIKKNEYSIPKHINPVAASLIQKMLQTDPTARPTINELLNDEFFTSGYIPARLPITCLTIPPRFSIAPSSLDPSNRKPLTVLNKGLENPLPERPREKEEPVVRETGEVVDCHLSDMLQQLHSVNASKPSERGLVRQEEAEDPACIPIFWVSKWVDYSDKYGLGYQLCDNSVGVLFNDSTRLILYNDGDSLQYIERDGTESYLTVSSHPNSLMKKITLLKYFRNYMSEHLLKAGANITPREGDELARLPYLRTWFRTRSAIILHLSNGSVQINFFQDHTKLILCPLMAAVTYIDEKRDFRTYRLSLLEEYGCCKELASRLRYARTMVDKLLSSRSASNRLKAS
PTHR1 agonist: PTHR1 (human) receptor agonism. 410,000 tested, 0.075% active. Potency, µM (highest dose often 115 µM), for inactives: top-dose activation, usual class: activators. AID 743266. HEK293 GP2 PTHR1 cells, GloSensor cAMP luminescence, 1 h; also: potency is read from the fitted curve at half-maximal effect; nearly all actives have a fitted effect of over 55% in size; some results filed as inactive show a strong effect at the top dose; inactives centre near -15; many of its hits are not listed in these tables
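HEK-293-derived GP2 cells expressing PTHR1 and a GloSensor cAMP reporter, 3,000/well, plated overnight, given luciferin plus IBMX (each 0.5 mM as added) for 1 h at 37 °C, then compound for 1 h at 37 °C. Luminescence was read after 15 min at room temperature.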
PI5P4K alpha inh: inhibitors of human PI5P4K alpha. PI5P4Kalpha enzyme, ADP-Glo luminescence, 60 min; active compounds read low. max response, %. 330,000 tested, 1.2% active; active = max response of -50% or lower; inconclusive = between -30% and -50%; inactive = -30% or higher; also: value at the top dose of about 77 µM; % is scaled to controls: 0 for no effect and ±100 for the full control effect
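Luminescence from ADP-Glo served as readout of PI5P4Kalpha activity in a qHTS format. Reaction: enzyme, substrate, compound, ATP at 5 microM final, 60 min at RT.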
EPAC1 agonist: agonists of human EPAC1; O95398; EPAC1 agonist qHTS, biochemical assay; response scale: 100% = response to 6.5 mM cAMP; Potency, µM (highest dose often 154 µM), without a hit: top-dose activation, actives largely listed as activators; 360,000 tested, 0.073% active; also: potency is read from the fitted curve at half-maximal effect; nearly all actives have a fitted effect of over 60% in size
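Fluorescent GDP-exchange assay: 100 nM EPAC1 with 250 nM Rap1B preloaded with BODIPY-GDP and 50 uM GDP; compounds tested as concentration series, 5 min at room temperature, then read every 5 min for 30 min (ex 480/em 540 nm); normalized to 6.5 mM cAMP.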
* hit, by the source's call; i = inactive; ? = inconclusive; · = not tested or not shown; [ ] = dose if it differs, or a comment. Unless noted, calls follow the shape of the dose curve; as a rule, active = well fitted curve in the direction sought with a large enough effect; inconclusive = small, poorly fitted or top-dose-only effect, or another doubt; inactive = no such curve, though single readings can be large; an effect the other way counts as inactive or inconclusive. This is a subset; count on the stated rates, not on these rows.

SMILES | GLP1R ag | IL-2 act | HEK293 tox | GLP1R inv ag | EPAC1 antagonist | PLK1 PBD inh | PTHR1 agonist | PI5P4K alpha inh | EPAC1 agonist
CCCCc1nc2ccccc2n1CC(=O)NN | -1% | -0.5 | 67%[activator] | 11% | -17% | -8% | -15% | -5 | 6%
COc1cccc2cc(C(=O)NCCc3ccccc3)oc12 | 17% | -0.8 | 16% | ? | 19% | -18% | i | 5 | -8%
CC(=O)N1CCOc2ccc(S(=O)(=O)N3CCC(C(=O)Nc4ccccc4F)CC3)cc21 | 14% | -2.3 | -10% | 23% | -7% | 4% | -40%[inhibitor] | -3 | 8%
O=C(NCC1OCCCN1S(=O)(=O)c1cc(F)ccc1F)C(=O)NC1CCCCC1 (stereo not given) | 4% | 1.2 | -1% | -9% | 2% | -8% | -27% | -7 | 1%
COc1cc(O)cc2c1[C@@H]1Oc3c(ccc(O)c3CC=C(C)C)[C@@H]1CO2 | 21% | -0.3 | -9% | ? | -20% | -4% | -22% | -15 | -2%
O=C(C[C@@H]1C/C=C\CC[C@@H](Cc2ccc(F)cc2)C(=O)OC[C@@H]2CCCN2C1=O)N[C@H](CO)Cc1ccccc1 | -3% | -0.3 | -15% | ? | 5% | -3% | -18% | 6 | -14%
O=C(COc1ccccc1)N[C@@H]1c2ccccc2CC[C@@H]1OCc1ccccc1 | 1% | 0.1 | 3% | -5% | -8% | -7% | 18% | 3 | -8%
CC(C)(C)NC(=O)C(c1ccccc1)N(C(=O)c1ccco1)C1CC1 (stereo not given) | -1% | -2.1 | 5% | 7% | 5% | 2% | i | 6 | -1%
CCCCN1C(=O)C(CC(=O)NCc2ccco2)CC(C(=O)N(C)C)=C1C (stereo not given) | -7% | -3.1 | -1% | 7% | 1% | 1% | -23% | 0 | -4%
O=C1N=C(N2CCCCC2)S/C1=C\c1ccc(Br)cc1 | -4% | -0.6 | 4% | 7% | -5% | 0% | i | 5 | -11%
O=c1[nH]c(=S)[nH]cc1Oc1ccc(Cl)cc1Cl | -8% | -0.4 | 1% | 10% | -14% | -9% | 4% | -7 | 7%
COc1ccc(CNS(=O)(=O)NCc2ccc(OC)c(OC)c2)cc1 | 6% | -1.2 | -4% | 2% | -9% | -9% | -23% | 4 | 5%
Cc1ccccc1Nc1nc2ccccc2n1C(C)C | 0% | -3.6 | 4% | 8% | -4% | 6% | i | 1 | -2%
COc1ccc(-n2nc3c(c2NC(=O)COc2ccccc2F)CS(=O)(=O)C3)cc1 | 11% | -2.4 | 2% | 40%[activator] | 2% | 3% | -13% | -9 | -4%
Nc1nc2ccc(NC(=O)c3ccco3)cc2s1 | 10% | -2.0 | 8% | 28% | 3% | ? | -11% | -18 | 10%
COc1cccc2cc(C(=O)NCc3ccccc3Cl)c(=O)oc12 | 11% | 0.8 | 3% | -11% | -2% | -11% | -24% | 1 | 4%
COc1ccc(Nc2c3c(nc4ccccc24)CCC3)cc1 | 4% | 0.7 | 7.9µM* | 1.8µM* | ? | -3% | -12% | 7 | -10%
CCC(NS(=O)(=O)c1ccc(OC)cc1)C(=O)NCCC1=CCCCC1 (stereo not given) | -2% | -2.6 | -18% | -22% | 10% | -6% | i | · | 4%
CCCCn1c(SCc2nc3ccccc3s2)nc2ccccc2c1=O | 0% | -0.6 | 5% | 9% | 0% | 2% | i | -3 | -7%
COc1ccc(NC(C)c2ccccc2)cc1 (stereo not given) | 10% | 0.2 | -3% | 14% | 0% | -6% | 0% | 1 | -7%

2 entries picked at random from the list so far, as already listed:
SMILES | GLP1R ag | IL-2 act | HEK293 tox | GLP1R inv ag | EPAC1 antagonist | PLK1 PBD inh | PTHR1 agonist | PI5P4K alpha inh | EPAC1 agonist
COc1ccc(Nc2c3c(nc4ccccc24)CCC3)cc1 | 4% | 0.7 | 7.9µM* | 1.8µM* | ? | -3% | -12% | 7 | -10%
O=C(COc1ccccc1)N[C@@H]1c2ccccc2CC[C@@H]1OCc1ccccc1 | 1% | 0.1 | 3% | -5% | -8% | -7% | 18% | 3 | -8%

(list continues)
SMILES | GLP1R ag | IL-2 act | HEK293 tox | GLP1R inv ag | EPAC1 antagonist | PLK1 PBD inh | PTHR1 agonist | PI5P4K alpha inh | EPAC1 agonist
COCCn1c(C(=O)N2CCCC2)cc2c1C[C@H]1CN(C(=O)c3ccccc3)[C@@](Cc3ccc(F)cc3)(C(=O)OC)[C@@H]21 | 0% | -0.3 | 4% | 15% | 13% | -2% | -16% | 1 | -27%
Cc1ccc(CN2CC(N3CC=CC3)CS2(=O)=O)cc1 (stereo not given) | 2% | 0.9 | 11% | 24% | 18% | -23% | 4% | -1 | 1%
CCC(C)c1nc2ccsc2c(N2CCOC2=O)c1-c1ccccc1 (stereo not given) | 21% | -3.6 | 4% | ? | -3% | 4% | i | -54* | -12%
NC(c1cccc(F)c1)c1nc(-c2ccc(Cl)cc2)cs1 (stereo not given) | 7% | -0.5 | -2% | -12% | -4% | -10% | -17% | 15 | 3%
COc1ccc(NC(=O)C2CCN(c3nc(C)cc(C)n3)CC2)cc1 | -10% | 0.4 | -1% | -2% | -3% | -12% | i | -3 | 7%
Cc1ccc([C@H]2C(C(=O)O)=CC[C@@H](c3ccc(C)cc3)N2S(=O)(=O)c2ccccc2C)cc1 | -1% | 0.2 | -6% | ? | -17% | ? | -11% | 17 | -1%
Cc1nc2ccccc2c(=O)n1NC(=O)c1ccccc1F | -1% | -0.1 | 23% | 3% | -3% | -11% | i | -4 | -3%
CC1(C)CC(NS(=O)(=O)c2cccc3ccccc23)CC(C)(C)N1 | 6% | 1.9 | 16% | ? | -1% | 1% | -9% | 4 | -7%
NNC(=O)c1ccc(COc2ccc3ccccc3c2)cc1 | 11% | -0.5 | 0% | -18% | 4% | -4% | -33%[inhibitor] | -2 | 13%
CCC(C(=O)Nc1ccc(S(=O)(=O)N(C)C2CCN(C)CC2)cc1)c1ccccc1 (stereo not given) | 17% | 0.4 | -13% | ? | -7% | -1% | -11% | 0 | 13%
O=C(Nc1cccc(-c2cnc3ccccc3n2)c1)c1ccccc1 | 1% | -3.5 | -7% | 4% | 3% | -1% | i | · | 2%
CN1C(=O)N2CN(C3CCCCC3)CN3C(=O)N(C)C1C23 (stereo not given) | -13% | 1.3 | 6% | 1% | 3% | 3% | -20%[57.5 µM] | · | -3%
CCOc1cc(C2C(C#N)=C(N)OC3=C2C(=O)CC(C)(C)C3)cc([N+](=O)[O-])c1O (stereo not given) | 5% | 0.4 | -3% | 13% | 0% | -22% | i | 3 | 1%
Cc1ccc(S(=O)(=O)c2cc3cc(Br)ccc3oc2=O)cc1 | -3% | -0.3 | 116%[activator] | 9% | 6% | -16% | -91%[inhibitor] | 4 | 3%
CCN1CCN(C(c2cc(OC)ccc2OC)c2nnnn2Cc2ccccc2)CC1 (stereo not given) | -1% | 0.4 | -17% | -21% | 15% | -10% | ? | -2 | 19%
CCN(Cc1cc2cccc(C)c2[nH]c1=O)C(=O)c1ccccc1OC | -2% | 0.2 | 2% | -7% | -10% | -7% | i | -1 | 5%
O=C(C1CCCN1S(=O)(=O)c1ccc(Cl)c(Cl)c1)N1CCCCC1 (stereo not given) | -2% | 1.9 | -17% | ? | 6% | -1% | 2%[57.5 µM] | -4 | -1%
COc1ccc(OC)c(/C=C/C(=O)N(C)CC(=O)Nc2ccc(N3CCOCC3)cc2)c1 | 10% | -2.6 | -10% | 33%[activator] | 7% | -16% | i | -6 | 7%
COc1ccc(C(CNC(=O)c2cccc(S(=O)(=O)NCc3ccccc3)c2)N2CCOCC2)cc1 (stereo not given) | -1% | -0.2 | -12% | 9% | 3% | -1% | i | -6 | -6%
COc1ccc(N2CCN(CC(=O)c3c[nH]c4ccccc34)CC2)cc1 | 3% | 9.2 | -3% | 1% | 0% | -7% | i | 4 | 2%
Cc1ccc(C)c(-c2nnc(NC(=O)CS(=O)(=O)c3ccccc3)o2)c1 | -4% | -2.4 | 0% | -27% | 6% | -7% | i | 0 | 10%
Cc1cc(C)c(SSc2nnnn2-c2ccccc2)c(C)c1 | -2% | -0.5 | 16% | -3% | -1% | 3µM* | i | -80* | 4%
Cc1cccc(NS(=O)(=O)c2ccc(C(=O)NCC(c3ccccc3)N(C)C)cc2)c1C (stereo not given) | 11% | 0.1 | -17% | ? | -26% | 4% | -52%[inhibitor] | 5 | -4%
O=C(NCC(O)c1ccc([N+](=O)[O-])cc1)C1CCCCC1 (stereo not given) | -3% | -0.7 | 8% | 9% | 2% | -6% | -9% | -1 | 9%
O=C(c1ccccn1)N1CCN(S(=O)(=O)c2ccc3ccccc3c2)CC1 | 3% | -5.0 | 14% | -7% | 11% | -16% | -70%[inhibitor] | 3 | 14%
CC(=O)N(c1ccc2oc(=O)sc2c1)S(=O)(=O)c1ccccc1 | -1% | -3.6 | 12% | -19% | -8% | 30µM* | i | -18 | 6%
COc1ccc(S(=O)(=O)N(C)CC(=O)N2CCCC2)cc1 | -10% | 0.2 | 0% | 13% | -5% | -13% | -19% | 2 | -1%
O=S1(=O)C=CC(Nc2ccccc2)C1 (stereo not given) | -2% | -1.1 | -5% | 5% | 8% | 27µM* | i | -24 | -4%
Cc1cccc(NC(=S)NCCc2ccc3c(c2)OCCO3)c1C | 8% | -0.6 | 1%[0.307 µM] | -7%[0.307 µM] | 5% | -1% | -11% | -3 | -2%
COCCNCC(=O)C12CC3CC(CC(C3)C1)C2 | 1% | -1.3 | -10% | 0% | -4% | 0% | i | · | -3%
COC(=O)c1cn(C(=O)c2ccc(C)cc2)c2ccccc12 | 2% | -0.1 | -5% | -24% | 8% | 19µM* | i | 4 | 10%
c1ccc(-c2nc(NCc3cccs3)c3ccccc3n2)cc1 | 22% | -3.0 | ? | ? | -13% | 1% | -7% | 2 | -3%
COc1cccc(N2CC(C(=O)Nc3ccc(F)cc3)CC2=O)c1 (stereo not given) | 6% | 0.1 | 0% | 0% | -22% | -17% | 25% | 6 | 5%
